M1AAP inhibition: P. falciparum M1AAP inhibitors, biochemical, fluorogenic H-Leu-NHMec substrate, 1536-well (AID 1445); Aminopeptidase N (Plasmodium falciparum (isolate 3D7)); recombinant M1AAP, H-Leu-NHMec fluorogenic kinetic assay; higher % means a stronger effect; inhibition, % at 30 µM, or IC50 in µM where a hit was titrated; hit rate 0.42% among 220,000;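 active means primary inhibition above the hit cutoff, then over 50% inhibition at one or more dose response concentrations, cut at about 23% in these data, passing the limit was not always enough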;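 further: plate controls were DMSO full reaction for no effect and no enzyme background for full effect; strong numbers were not always called active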
Autophagy mod: autophagy modulators in MEF cells, primary screen, imaging, high-content, MEF GFP-LC3; MEF GFP-LC3 puncta imaging; test concentration mostly 10 µM; calls only at 10 µM (by protocol); hit rate 0.98% among 190,000;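 active means percentage of spot-positive cells more than 3 SD above its plate mean, without a fluorescence outlier flag or 80% toxicity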;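 further: spot-positive cell cutoff set from DMSO-treated cells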
M17LAP inhibition: P. falciparum M17LAP inhibitors, primary screen, biochemical, fluorogenic H-Leu-NHMec substrate, 1536-well (AID 1619). recombinant M17LAP, H-Leu-NHMec fluorogenic kinetic assay; higher % means a stronger effect. hit rate 0.38% among 220,000. Leucine aminopeptidase (Plasmodium falciparum (isolate 3D7)). one-dose inhibition, % at 30 µM; IC50 in µM for titrated hits;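 active means compound inhibiting the enzyme by more than half at any dose during confirmatory dose-response retesting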;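 further: plate controls were full reaction with DMSO carrier for no effect and no enzyme background for full effect; strong numbers were not always called active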
bCat nuc transl: modulators of beta-catenin nuclear translocation, primary screen, imaging, HeLa cells, immunofluorescence, high-content; nuclear translocation activity, % at 5 µM; hit rate 0.3% among 190,000; AID 1665, 2009;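 active means nuclear translocation activity above 50% at 5 µM, with a well cell count of 50 or more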;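 further: per-cell ratio of nuclear to cytoplasmic median beta-catenin stain intensity; plate controls were DMSO negative control for no effect and GSK-3 inhibitor IX positive control for full effect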
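Test system: human HeLa cell line; Doses: 5 µM primary, 0.02–20 µM confirmation; Incubation: 24 h compound exposure, 37°C; Detection: beta-catenin immunofluorescence imaging with DAPI; Read-out: beta-catenin nuclear/cytoplasmic ratio, % activation.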
UTI89 phage lysis: inhibition of K1F phage lysis, E. coli UTI89, bacterial capsule biogenesis inhibitors, alamar blue (AID 488966). hit rate 0.02% among 340,000. inhibition, % at 100 µM; hits with a dose series show IC50 in µM. E. coli UTI89 K1F phage lysis, alamar blue, 2 h; higher % means a stronger effect;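 active means phage lysis inhibition, versus mean bacterial control, above a set limit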;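 further: capsule biogenesis inhibitors block K1F phage lysis so surviving cells raise fluorescence; higher fluorescence means more inhibition of phage lysis; actives were called in the ten point dose series up to 300 µM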
CSM14.1 death rescue: rescue of cells from ER stress-induced death, primary screen, 384-well, CSM14.1, thapsigargin, ATP luminescence (AID 1222); CSM14.1 thapsigargin-induced death rescue, ATP luminescence; higher % means a stronger effect; cellular ATP content (survival), % at 20 µM, or EC50 in µM where a hit was titrated; 190,000 tested, under 10 active;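 active means EC50 below 50 µM in the dose-response confirmation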;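 further: death triggered by thapsigargin at about 15 µM added after 2 h compound pretreatment; cell ATP read after overnight thapsigargin exposure of roughly 18 to 22 hours; normalized against plate controls of thapsigargin alone and 5% DMSO vehicle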
Dynein cargo inh: inhibitors of GR-EGFP nuclear translocation, primary screen, dynein cargo transport inhibitor project, imaging, high-content, 3617.4 mouse cells | test concentration mostly 20 µM; stimulated with dexamethasone, 1 µM; stronger effect = lower value | z-score, hits read low | hit rate 0.47% among 220,000 | AID 1381, 2008;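 active means plate z-score of nuclear minus cytoplasmic receptor signal below a set negative limit, without overly bright fluorescence or cell loss, cut at about -3.5 in these data, passing the limit was not always enough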;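 further: z-score of nuclear minus cytoplasmic ring GR-EGFP intensity difference per well; some compounds called inactive have numbers as strong as hits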
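Buffer or medium – tet-free medium with charcoal-stripped serum · Signal – automated 10x imaging of fixed Hoechst-stained cells · Also added – dexamethasone agonist, 1.0 µM final, for 30 min · Incubation – induction 48 h, compound 1 h, agonist 30 min · Read-out – GR-EGFP nuclear translocation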
Insulin prom up: insulin promoter activators in MIN6 cells, imaging, high-content screening, mouse beta cells; z-score at 5 µM; MIN6 insulin promoter-GFP reporter; stronger effect = higher value; AID 1625, 2009; hit rate 0.3% among 190,000;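 active means z-score above 3 at 5 µM with at least 500 cells counted in the well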
MT stabilize HCS: microtubule stabilizers in HeLa cells, primary screen, imaging, high-content imaging; HeLa tubulin immunostaining HCS, 24 h; share of cells brighter than vehicle mean+2SD; % tubulin-high responders, % at 10 µM; hit rate 0.83% among 200,000; AID 2205, 2009;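 active means plate Z-score above 3 for both tubulin-high and condensed-nucleus cell shares, with cell loss under 80%, at 10 µM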;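 further: anti alpha tubulin signal scored within the nucleus-defined area of each cell; some results filed as inactive read as strong as hits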
Dynein cargo inh cytoplasmic EGFP: also measured in Dynein cargo inh; calls as there; z-score; measured here: cytoplasmic GR-EGFP intensity; stronger effect = higher value
Dynein cargo inh nuclear GR-EGFP: recorded beside Dynein cargo inh, whose call it bears; z-score; measured here: nuclear GR-EGFP intensity;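 lower value marks the stronger effect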
Dynein cargo inh cell count: second read-out of Dynein cargo inh, no call of its own (marks repeat the call); z-score; measured here: cell count per field
Insulin prom up cell count: further read-out of Insulin prom up, marked with its call; cell count; measured here: cytotoxicity, nuclei count;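 total cells summed across four imaged fields per well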
bCat nuc transl cell count 5 µM: further read-out of bCat nuc transl, marked with its call; cell count; measured here: cell count, cytotoxicity flag
MT stabilize HCS Hoechst-high %: also measured in MT stabilize HCS; calls as there; % Hoechst-high responders; measured here: nuclear condensation Hoechst responders;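 share of cells brighter than vehicle mean plus two SD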
MT stabilize HCS cytotoxicity %: recorded beside MT stabilize HCS, whose call it bears; toxicity, %; measured here: cytotoxicity by cell density;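 0% = mean cell density of plate MIN control wells and 100% = no cells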
Autophagy mod cell loss 18 h: further read-out of Autophagy mod, marked with its call; toxicity, %; measured here: cell loss, nuclei count;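 cell loss after 18 h compound exposure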
Starred values were filed as active, the others as inactive.

What do the screens show for `Cc1nc(N2CCC(C)CC2)c2c(C)c(C(=O)Nc3cccc(C(F)(F)F)c3)sc2n1`?
M1AAP inhibition: -5.7%; Autophagy mod: inactive; M17LAP inhibition: 19.7%; bCat nuc transl: 1.0; UTI89 phage lysis: 0.1%; CSM14.1 death rescue: -15.2%; Dynein cargo inh: 1.46; Insulin prom up: -1.65; MT stabilize HCS: 1.8; Dynein cargo inh cytoplasmic EGFP: -0.0273; Dynein cargo inh nuclear GR-EGFP: 0.793; Dynein cargo inh cell count: -1.22; Insulin prom up cell count: 1239; bCat nuc transl cell count 5 µM: 1103; MT stabilize HCS Hoechst-high %: 4.1; MT stabilize HCS cytotoxicity %: 6.1; Autophagy mod cell loss 18 h: -1.4

What do the screens show for `COc1cc2c(c(OC)c1OC)-c1c(cc3c(c1O)OCO3)C[C@@H](C)[C@@H](C)C2`?
M1AAP inhibition: 1.8%; M17LAP inhibition: -2.4%; bCat nuc transl: -1.3; UTI89 phage lysis: 3.2%; Dynein cargo inh: -0.42; Dynein cargo inh cytoplasmic EGFP: -0.832; Dynein cargo inh nuclear GR-EGFP: -0.315; Dynein cargo inh cell count: 0.3; bCat nuc transl cell count 5 µM: 1115

How did Cc1ccc(-c2cc3c(N=O)c4ccccc4c-3n[nH]2)cc1 do in these assays?
M1AAP inhibition: 0.8%; Autophagy mod: inactive; M17LAP inhibition: -5.3%; bCat nuc transl: -3.3; UTI89 phage lysis: 0.4%; CSM14.1 death rescue: -4.1%; Dynein cargo inh: 0.899; Insulin prom up: 0.43; MT stabilize HCS: 3.4; Dynein cargo inh cytoplasmic EGFP: -0.329; Dynein cargo inh nuclear GR-EGFP: 0.447; Dynein cargo inh cell count: -1.1; Insulin prom up cell count: 1491; bCat nuc transl cell count 5 µM: 1111; MT stabilize HCS Hoechst-high %: 1.3; MT stabilize HCS cytotoxicity %: 2.4; Autophagy mod cell loss 18 h: 6.4

How did CCOC(=O)C1=C(c2ccccc2)OC(N)=C(C#N)C1c1cccnc1 (stereo unspecified) do in these assays?
M1AAP inhibition: 12.1%; Autophagy mod: inactive; M17LAP inhibition: 24.6%; bCat nuc transl: 1.2; UTI89 phage lysis: 1.0%; CSM14.1 death rescue: -0.8%; Dynein cargo inh: 0.243; Insulin prom up: 0.12; MT stabilize HCS: 2.4; Dynein cargo inh cytoplasmic EGFP: -0.107; Dynein cargo inh nuclear GR-EGFP: -0.22; Dynein cargo inh cell count: -0.0243; Insulin prom up cell count: 1452; bCat nuc transl cell count 5 µM: 1078; MT stabilize HCS Hoechst-high %: 3.0; MT stabilize HCS cytotoxicity %: 12.4; Autophagy mod cell loss 18 h: -16.0

What do the screens show for `COc1ccccc1OCC(=O)Nc1cccc(-c2nnc(-c3ccco3)o2)c1`?
M1AAP inhibition: -2.0%; Autophagy mod: inactive; M17LAP inhibition: 1.6%; bCat nuc transl: -3.4; UTI89 phage lysis: -1.3%; CSM14.1 death rescue: -3.1%; Dynein cargo inh: 0.153; Insulin prom up: 0.19; MT stabilize HCS: 1.2; Dynein cargo inh cytoplasmic EGFP: -0.244; Dynein cargo inh nuclear GR-EGFP: 0.279; Dynein cargo inh cell count: 0.175; Insulin prom up cell count: 1527; bCat nuc transl cell count 5 µM: 1109; MT stabilize HCS Hoechst-high %: 1.0; MT stabilize HCS cytotoxicity %: 1.6; Autophagy mod cell loss 18 h: -24.8

Results for C/C(Cn1cnc([N+](=O)[O-])n1)=N\NC(=O)c1cccc(F)c1 ?
M1AAP inhibition: 5.9%; Autophagy mod: inactive; M17LAP inhibition: 10.4%; UTI89 phage lysis: -0.1%; CSM14.1 death rescue: 4.2%; Dynein cargo inh: -0.593; MT stabilize HCS: 2.0; Dynein cargo inh cytoplasmic EGFP: -0.167; Dynein cargo inh nuclear GR-EGFP: -0.24; Dynein cargo inh cell count: -0.51; MT stabilize HCS Hoechst-high %: 2.3; MT stabilize HCS cytotoxicity %: 4.4; Autophagy mod cell loss 18 h: -1.9

What do the screens show for `CCc1cccc(CC)c1N1C(=O)c2cc(N3CCOCC3)c([N+](=O)[O-])cc2C1=O`?
M1AAP inhibition: 1.5%; Autophagy mod: inactive; M17LAP inhibition: 1.2%; bCat nuc transl: -4.8; UTI89 phage lysis: 3.9%; CSM14.1 death rescue: -7.5%; Dynein cargo inh: 3.3; Insulin prom up: 0.65; MT stabilize HCS: 3.1; Dynein cargo inh cytoplasmic EGFP: -0.154; Dynein cargo inh nuclear GR-EGFP: 1.15; Dynein cargo inh cell count: -1.94; Insulin prom up cell count: 1233; bCat nuc transl cell count 5 µM: 543; MT stabilize HCS Hoechst-high %: 1.9; MT stabilize HCS cytotoxicity %: 0.4; Autophagy mod cell loss 18 h: -0.8

How did CC(Cc1cccs1)NC(=S)Nc1ccc(Cl)cc1 (stereo unspecified) do in these assays?
M1AAP inhibition: 0.5%; Autophagy mod: inactive; M17LAP inhibition: -13.0%; bCat nuc transl: 0.4; UTI89 phage lysis: 0.7%; CSM14.1 death rescue: -1.9%; Dynein cargo inh: -1.28; Insulin prom up: -1.3; MT stabilize HCS: 2.8; Dynein cargo inh cytoplasmic EGFP: -0.282; Dynein cargo inh nuclear GR-EGFP: -0.799; Dynein cargo inh cell count: 0.136; Insulin prom up cell count: 1167; bCat nuc transl cell count 5 µM: 947; MT stabilize HCS Hoechst-high %: 3.2; MT stabilize HCS cytotoxicity %: 6.1; Autophagy mod cell loss 18 h: 1.2

What do the screens show for `O=C(O)C1Cc2ccccc2CN1S(=O)(=O)c1ccc(Cl)cc1` (stereo unspecified)?
M1AAP inhibition: 5.3%; Autophagy mod: inactive; M17LAP inhibition: 39.0%; bCat nuc transl: -0.2; UTI89 phage lysis: -2.6%; CSM14.1 death rescue: -0.9%; Dynein cargo inh: 1.27; Insulin prom up: 0.91; MT stabilize HCS: 2.3; Dynein cargo inh cytoplasmic EGFP: -0.147; Dynein cargo inh nuclear GR-EGFP: 1.02; Dynein cargo inh cell count: -1.1; Insulin prom up cell count: 1279; bCat nuc transl cell count 5 µM: 1026; MT stabilize HCS Hoechst-high %: 1.6; MT stabilize HCS cytotoxicity %: 4.4; Autophagy mod cell loss 18 h: -7.7

How did Cc1cc(C)cc(OCC(=O)N2Cc3ccccc3CC2C(=O)O)c1 (stereo unspecified) do in these assays?
M1AAP inhibition: -1.9%; Autophagy mod: inactive; M17LAP inhibition: 14.1%; bCat nuc transl: -2.3; UTI89 phage lysis: -0.7%; CSM14.1 death rescue: -0.7%; Dynein cargo inh: -0.998; Insulin prom up: 0.42; MT stabilize HCS: 3.2; Dynein cargo inh cytoplasmic EGFP: -0.376; Dynein cargo inh nuclear GR-EGFP: -0.15; Dynein cargo inh cell count: 0.608; Insulin prom up cell count: 1232; bCat nuc transl cell count 5 µM: 1095; MT stabilize HCS Hoechst-high %: 2.6; MT stabilize HCS cytotoxicity %: 9.8; Autophagy mod cell loss 18 h: 2.1

Results for C=CCn1c(-c2ccc(Cl)cc2)cnc1SC(C)C(=O)NC(N)=O (stereo unspecified) ?
M1AAP inhibition: 2.3%; Autophagy mod: inactive; M17LAP inhibition: 2.1%; bCat nuc transl: 0.5; UTI89 phage lysis: 1.0%; CSM14.1 death rescue: -1.8%; Dynein cargo inh: 0.635; MT stabilize HCS: 1.8; Dynein cargo inh cytoplasmic EGFP: -0.0537; Dynein cargo inh nuclear GR-EGFP: 0.36; Dynein cargo inh cell count: -1.38; bCat nuc transl cell count 5 µM: 1108; MT stabilize HCS Hoechst-high %: 1.5; MT stabilize HCS cytotoxicity %: 0.8; Autophagy mod cell loss 18 h: 0.4

How did CCN(CC)S(=O)(=O)c1ccc2nc(SC)sc2c1 do in these assays?
M1AAP inhibition: 11.1%; Autophagy mod: inactive; M17LAP inhibition: -13.1%; bCat nuc transl: -0.2; UTI89 phage lysis: 0.4%; CSM14.1 death rescue: 7.2%; Dynein cargo inh: 0.783; Insulin prom up: -0.14; MT stabilize HCS: 2.7; Dynein cargo inh cytoplasmic EGFP: -0.228; Dynein cargo inh nuclear GR-EGFP: 0.398; Dynein cargo inh cell count: -0.356; Insulin prom up cell count: 848; bCat nuc transl cell count 5 µM: 1196; MT stabilize HCS Hoechst-high %: 1.7; MT stabilize HCS cytotoxicity %: 8.8; Autophagy mod cell loss 18 h: 5.2

What do the screens show for `NC(=O)c1cccc2cc3ccccc3cc12`?
M1AAP inhibition: 5.1%; Autophagy mod: inactive; M17LAP inhibition: -3.4%; bCat nuc transl: 0.4; UTI89 phage lysis: 0.4%; CSM14.1 death rescue: -0.4%; Dynein cargo inh: -0.268; Insulin prom up: -0.09; MT stabilize HCS: 3.1; Dynein cargo inh cytoplasmic EGFP: -0.249; Dynein cargo inh nuclear GR-EGFP: 0.361; Dynein cargo inh cell count: 0.383; Insulin prom up cell count: 1240; bCat nuc transl cell count 5 µM: 1081; MT stabilize HCS Hoechst-high %: 3.6; MT stabilize HCS cytotoxicity %: 5.7; Autophagy mod cell loss 18 h: -12.3
